# 15-hLO-2 inh – blocks human 15-lipoxygenase 2 activity | Potency, µM (titrated, usually from 57.1 µM), for the others: at the highest dose activity change, negative = inhibition, usual class: inhibitors | 0.56% of 110,000 active | O15296 | purified 15hLO-2, xylenol orange hydroperoxide absorbance | AID 881; also: potency is read from the fitted curve at half-maximal effect; nearly all actives have a fitted effect of over 60% in size; many of its hits are not listed in these tables
#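 Purified human 15hLO-2 (50 nM final) preincubated with compounds 15 min at room temperature in 25 mM Hepes pH 7.5, 0.01% Triton X-100, then 45 uM arachidonic acid added for 90 min; hydroperoxide detected via ferrous/xylenol orange, 573/405 nm absorbance ratio.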
# ALOX12 inhib – 12-hLO (ALOX12) enzyme inhibition; Potency, µM (top dose mostly 57.1 µM), for the others: top-dose activity change, negative = inhibition, actives largely listed as inhibitors; AID 1452; purified 12-hLO, xylenol orange hydroperoxide absorbance; 0.12% of 150,000 active; also: potency is read from the fitted curve at half-maximal effect; nearly all actives have a fitted effect of over 55% in size; many of its hits are not listed in these tables
# Target sequence (P18054 whole entry, looked up): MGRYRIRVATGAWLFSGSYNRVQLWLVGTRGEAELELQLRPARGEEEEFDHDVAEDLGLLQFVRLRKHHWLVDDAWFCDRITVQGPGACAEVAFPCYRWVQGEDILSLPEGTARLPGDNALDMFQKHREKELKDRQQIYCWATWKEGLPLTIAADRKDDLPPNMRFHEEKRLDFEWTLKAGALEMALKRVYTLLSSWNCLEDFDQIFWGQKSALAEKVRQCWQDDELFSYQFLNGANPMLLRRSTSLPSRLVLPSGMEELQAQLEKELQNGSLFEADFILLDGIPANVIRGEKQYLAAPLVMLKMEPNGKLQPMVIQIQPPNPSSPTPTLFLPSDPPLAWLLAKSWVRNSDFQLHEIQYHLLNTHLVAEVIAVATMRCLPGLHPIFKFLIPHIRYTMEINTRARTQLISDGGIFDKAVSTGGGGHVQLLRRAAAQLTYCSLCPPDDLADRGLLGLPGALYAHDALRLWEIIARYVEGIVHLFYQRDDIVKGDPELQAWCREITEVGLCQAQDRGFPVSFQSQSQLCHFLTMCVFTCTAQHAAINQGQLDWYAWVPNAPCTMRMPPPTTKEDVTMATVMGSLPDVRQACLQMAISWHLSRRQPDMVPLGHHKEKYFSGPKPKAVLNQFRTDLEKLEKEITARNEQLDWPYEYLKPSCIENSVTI
#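 Purified human 12hLO (150 nM), preincubated 15 min with compound, then 40 uM arachidonic acid for 30 min, room temperature, Hepes pH 7.0 with 0.01% Triton X-100. Hydroperoxide detected by ferrous iron/xylenol orange; 573/405 nm absorbance ratio gives reaction progress.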
# IMPase cell inh – membrane-permeable compound that blocks inositol monophosphatase | inhibition (IP1 accumulation), % at 46.1 µM | P97697 | 120,000 tested, under 10 active | CHO-M1 cells, IP1 accumulation, HTRF TR-FRET ratio; active = well fitted curve in the direction sought with a large enough effect in the signal ratio, not every such curve was filed as active; inconclusive = small, poorly fitted or top-dose-only effect, or a change in a side signal; inactive = no such curve, though single readings can be large or run the other way; the % refers to the signal ratio;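 also: cells stimulated with carbachol in lithium chloride buffer; plate controls were DMSO basal wells for no effect and reference inhibitor wells for full effect; higher means more IMPase inhibition seen as more IP1 and lower FRET ratio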
# Target sequence (P97697 whole entry, looked up): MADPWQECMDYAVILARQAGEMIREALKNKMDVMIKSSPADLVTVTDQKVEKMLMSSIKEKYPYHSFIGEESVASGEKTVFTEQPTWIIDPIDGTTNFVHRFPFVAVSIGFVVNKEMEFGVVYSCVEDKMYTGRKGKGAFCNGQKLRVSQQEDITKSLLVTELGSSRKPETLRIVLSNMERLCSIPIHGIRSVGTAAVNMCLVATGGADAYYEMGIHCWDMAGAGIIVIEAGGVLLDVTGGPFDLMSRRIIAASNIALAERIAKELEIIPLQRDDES
#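 Seeded CHO-M1 cells were dosed with compound at up to 46 uM, stimulated with carbachol for 30 min, then lysed in IP-One detection reagents. Higher IP1 lowers the TR-FRET signal.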
# PNC assembly inh – inhibitors of perinucleolar compartment assembly; PC3M PTB-GFP, PNC prevalence imaging, 16 h; stronger effect = lower value; activity change (PNC), negative = inhibition, % at 10 µM; AID 2417; 3.1% of 140,000 active;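 active = readout at or below -70, meaning at least 70% loss of cells showing the perinucleolar compartment, a nuclear body marking cancer cells; inconclusive = readout between -30 and a set limit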;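 also: plate controls were DMSO wells for no effect and camptothecin positive control wells for full effect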
#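 PC3M cells stably expressing PTB-GFP, 750–1000 cells/well, treated 16 h at 37 °C with compound (23 nl of library stock), in duplicate. After paraformaldehyde fixation and Hoechst stain, imaged at 20x; PNC prevalence scored by image analysis.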
# Numbers without * were called inactive; ? = inconclusive; nt = not tested or not shown; & = joins results of further samples; [ ] = another dose, or the depositor's remark. Unless noted, calls follow the shape of the dose curve; as a rule, active = well fitted curve in the direction sought with a large enough effect; inconclusive = small, poorly fitted or top-dose-only effect, or another doubt; inactive = no such curve, though single readings can be large; an effect the other way counts as inactive or inconclusive. Unless noted, % is scaled to controls: 0 for no effect and ±100 for the full control effect.
# Below each compound: PNC assembly inh, 15-hLO-2 inh, IMPase cell inh, ALOX12 inhib
- CCc1nc(NCCCn2ccnc2)c2oc3ccccc3c2n1
  -12, 26%, 2, 8%
- O=C(COC(=O)COc1ccccc1)NC1CCCc2ccccc21 (stereo not drawn)
  ?, nt, 0, 0%
- Cc1ccc(C(=O)N2CCC(C(=O)NCc3cccnc3)CC2)cc1
  -28, nt, -4, 7%
- CCOC(=O)CN1C(c2ccccc2O)Nc2ccc(Br)cc2C1c1ccccc1 (stereo not drawn)
  39, nt, 8, -6%
- N/C(CC(=O)Nc1cccc(C(F)(F)F)c1)=N/O
  ?, 2%, -3, -4%
- CCCNC(=O)CS(=O)Cc1nc(-c2ccc(OC)cc2)oc1C (stereo not drawn)
  43, -1%, -8, -5%
- Cn1c(=O)n(Cc2ccccc2F)c2ccccc21
  ?, 7%, -7, -3%
- Cn1cnc([N+](=O)[O-])c1Sc1ccc(Br)cc1
  48, nt, nt, -8%
- COc1ccc(C)cc1S(=O)(=O)N(CC(=O)NCc1ccc(Cl)cc1)Cc1ccccc1
  -8, 12%, 5, -10%
- O=C(CNC(=O)c1ccc(Cl)cc1)OCc1nc2ccccc2s1
  13, nt, 10, -5%
- CCOc1ccc(-c2c(C)n([O-])c3c([n+]2=O)CCCC3)cc1
  30, -6%, 2, 2%
- CCOC(=O)c1cnc2ccc(Cl)cc2c1Nc1ccc(S(=O)(=O)Nc2ncccn2)cc1
  -24, nt, -6, 2%
- CCN(CC)S(=O)(=O)c1cccc(C(=O)Nc2nc3cc4c(cc3s2)OCCO4)c1
  10, 36%[activator], 8, -9%
- COc1cc(/C=C/C(=O)OCC(=O)Nc2cc(C(F)(F)F)ccc2N2CCOCC2)ccc1O
  42, nt, nt, 1%
- CCOC(=O)N1CCC(NC(=O)c2csc3c2CCCC3)CC1
  9, 8%, -6, 1%
- O=C(NCc1ccco1)c1noc2c1CCCCC2
  -24, 1%, -2, 4%
- Cn1nnnc1SCC(=O)NC(=O)NCc1ccccc1
  10, -2%, 0, 5%
- Cc1c(C(=O)NC(Cc2ccccc2)c2nc3ccccc3[nH]2)cccc1[N+](=O)[O-] (stereo not drawn)
  56, nt, nt, -6%
- O=C(CCn1c(=O)c2ccccc2n(CC(=O)NCCC2=CCCCC2)c1=O)NCc1ccco1
  ?, 5%[2.29 µM], 8, 5%
- CC(C)c1nc(-c2ccccc2)c(-c2ccccc2)[nH]1
  -14, 7%, 12, 1%
- Cc1cc(C)cc(Nc2cc(=O)n(C3CCCCC3)c(=O)[nH]2)c1
  1, -20%, 1, -4%
- CC(=O)N1CCN(C(=S)c2ccc(Cl)cc2)CC1
  96, nt, -5, -4%
- Cn1c(N)c(C(=O)COC(=O)c2ccnc3ccccc23)c(=O)n(C)c1=O
  -85*, -5%, nt, -9%&-1%
- CCN(CC)c1ccc2cc(C(=O)NNC(=O)c3ccc(S(=O)(=O)N4CCCCC4)cc3)c(=O)oc2c1
  -3, nt, 9, -2%
- CC(C)CC(NC(=O)CCl)c1ccccc1 (stereo not drawn)
  ?, nt, nt, 1%
- CCC(c1nnnn1C1CCCCC1)N(Cc1ccco1)Cc1cc2ccc(OC)cc2[nH]c1=O (stereo not drawn)
  16, 4%, -5, -3%
- CCc1ccccc1NC(=O)CC(c1ccc(OC)cc1)n1cccc1 (stereo not drawn)
  ?, nt, 8, -5%
- COc1ccccc1NC(=S)NN1CCN(C)CC1
  -23, nt, nt, -1%
- CCOCCOC(=O)C1=C(C)Nc2ccc(C)cc2S1
  -20, 16µM*, -3, -16%
- CCN(CC)S(=O)(=O)c1ccc(N2CCOCC2)c(NC(=O)Cc2ccc(Cl)cc2)c1
  18, nt, 3, -2%
- O=C(c1ccco1)N(Cc1cc2ccccc2[nH]c1=O)C1CCCCC1
  ?, -10%, 11, 3%
- CC1=C(C(=O)Nc2cccc(C)n2)C(c2ccc3c(c2)OCO3)C2=C(CC(c3ccco3)CC2=O)N1 (stereo not drawn)
  26, -4%, -4, -4%
- O=C1NC(c2ccc(-c3ccccc3[N+](=O)[O-])o2)C(C(=O)c2ccccc2)C(O)(C(F)(F)F)N1 (stereo not drawn)
  10, nt, -8, -3%
- Cc1cc(C)c(O)c(-c2cc(C(=O)NCc3ccccc3)[nH]n2)c1
  35, 6%, -2, -11%
- CCOC(=O)CCCOC(=O)c1ccc(S(=O)(=O)N(C)C)cc1
  -100*, nt, -5, -1%
- CCC(=NCCc1c(C)[nH]c2ccc(C)cc12)C1=C(O)CC(c2ccccc2)CC1=O (stereo not drawn)
  -116*, nt, nt, -7%
- CC(/C=C/c1ccccc1)=N\NC(=O)c1ccc2c(c1)OCCO2
  57, nt, nt, 3%
- COc1ccc(NC(=O)C2(N(CC(C)C)C(=O)Cn3nnnc3N)CCCCC2)cc1
  28, 1%, 1, -5%
- COC(=O)c1c(CCl)noc1C(=O)NCC1CCCO1 (stereo not drawn)
  -6, 2%, 3, -8%
- CCOC(=O)N1CCN(C(=O)c2cn(C)c3ccc(S(=O)(=O)N4CCCC4)cc3c2=O)CC1
  -10, -2%, -6, 0%
- N#CCSc1nc2c(c(C3CC=CCC3)c1C#N)CCC2 (stereo not drawn)
  ?, -6%, -14, 4%
- CCn1c2ccccc2c2cc(NC(=O)CSc3nnc(-c4cccc(OC)c4)n3N)ccc21
  35, -13%, 3, 0%
- CC1=CC(C)(C)N(C(=O)CSc2nnc(-c3ccc(C)cc3)o2)c2ccc(C)cc21
  16, -3%, 6, -8%
- CCOC(=O)c1ccc(-n2cncn2)nc1
  -18, -2%, 1, -4%
- Cc1sc2nc(CSCC(=O)Nc3ccccc3C#N)[nH]c(=O)c2c1C
  5, nt, -1, -7%
- CCCc1cc(=O)[nH]c(SCC(=O)N2CCN(S(=O)(=O)c3ccc(C)cc3C)CC2)n1
  -20, nt, nt, -1%
- COC(=O)c1ccc(NC(=O)CSc2nnc(C)n2-c2ccccc2)cc1
  20, 2%, -15, 7%
- CCN1C(=O)CS/C1=C(\C#N)S(=O)(=O)c1ccccc1
  16, -10%, -1, -4%
- CCNc1ncc2nc(-c3cc(F)cc(F)c3)c(=O)n(-c3ccccc3)c2n1
  nt, -2%, nt, -9%
- COC(=O)c1ccccc1NS(=O)(=O)c1ccc2c3c(cccc13)C(=O)N2
  -15, -11%, 4, -4%

# Remaining list, next part:
# Below each compound: PNC assembly inh, 15-hLO-2 inh, IMPase cell inh, ALOX12 inhib
- O=C(Nc1ccc2c(c1)OCO2)C1CCCN(S(=O)(=O)c2cccs2)C1 (stereo not drawn)
  76, -17%, 2, 2%
- Cc1ccc(-c2nc3ccccc3[nH]2)cc1NC(=O)/C=C/c1ccco1
  55, 24%, 6, ?
- Cc1ccc(-c2nnn(CC(=O)NC3CCCc4ccccc43)n2)cc1 (stereo not drawn)
  4, -1%, 6, 0%
- COc1cccc(C(=O)Nc2ccc(C)cc2)c1
  66, -1%, 4, 2%
- CC1(C)CC(=O)C=C(NCCc2ccc(S(N)(=O)=O)cc2)C1
  32, -3%, -4, 0%
- COc1ccc(C(C)=O)c2c1OCCO2
  -11, -4%, 1, -8%
- O=C(COc1ccccc1)NNC(=S)NC(=O)c1ccc(Cl)cc1Cl
  -24, nt, -7, -12%
- FC(F)(F)c1ccc(N2CCOCC2)c(Nc2nc3ccccc3n3cnnc23)c1
  17, 18%, ?, -2%
- CCCOc1ccc(/C(O)=C2/C(=O)C(=O)N(CCN(CC)CC)C2c2ccncc2)cc1 (stereo not drawn)
  12, -7%, ?, 4%
- COc1ccc(C2C(C#N)=C(N)OC3=C2C(=O)CC(C)(C)C3)c(OC)c1OC (stereo not drawn)
  17, 9%, 8, 0%
- COc1ccc(C(c2nnnn2CCc2ccccc2)N2CCN(C3CCCC3)CC2)cc1 (stereo not drawn)
  48, 17%, 14, 2%
- Cc1cccc(N/C(N)=N/c2nc3c(c(=O)[nH]2)CCCC3)c1
  58, 2%, 9, 2%
- N#Cc1ccccc1CSc1nc2ncc(Br)cc2[nH]1
  -11, -19%, -20, -9%
- CCn1c2ccccc2c2cc(NC(=O)c3ccc([N+](=O)[O-])cc3)ccc21
  ?, 1%, -1, 5%
- Nc1nc2c(c(=O)[nH]1)N=C(CNc1ccc(C(=O)NC(CCC(=O)O)C(=O)O)cc1)CN2 (stereo not drawn)
  nt, -6%, 8, -5%
- Cc1ccc(-c2noc(COc3ccc4c(c3)OCO4)n2)cc1
  68, nt, 0, 2%
- CC1=C(C)CC(C(=O)Nc2nc(-c3ccc(F)cc3)c(C)s2)C(C(=O)O)C1 (stereo not drawn)
  3, nt, nt, 1%
- Cn1c(N2CCN(C(=O)NCc3ccccc3)CC2)nc2ccccc21
  ?, 7%, 13, -2%
- CCOC(=O)C1(S(=O)(=O)c2ccc(Cl)cc2)CCN(Cc2ccc(Cl)cc2)CC1
  71, 22%, -8, -4%
- Cc1cc(C(F)(F)F)nn1CC(=O)N1CCOCC1
  -21, -9%, -4, 4%
- Cc1nc2c(ccc3nc(NC(=O)Cc4ccccc4)sc32)s1
  51, nt, nt, -7%
- O=C(NS(=O)(=O)c1ccccc1Cl)c1ccc[nH]1
  37, nt, nt, -8%
- CCC(C)(C(=O)NC1CCCC1)N(C(=O)c1ccccn1)c1ccc(C)cc1 (stereo not drawn)
  ?, 1%, -2, 2%
- COc1ccc(-n2c(SCC(=O)Nc3ccc(C(=O)O)cc3)nnc2-c2cccs2)cc1
  41, 0%, -1, -2%
- COc1ccc(OC)c(S(=O)(=O)n2nnc3cc(Cl)ccc32)c1
  -18, -4%, 0, -2%
- COc1ccc(OCC(=O)N2N=C(C(F)F)CC2(O)C(F)F)cc1 (stereo not drawn)
  -28, nt, nt, -2%
- COc1ccccc1C(=O)Nc1ccc(OCc2nnc3c4ccccc4c(C)nn23)cc1
  ?, nt, nt, -2%
- O=C(CC1NC2CCCCC2NC1=O)Nc1cccc(C(F)(F)F)c1 (stereo not drawn)
  -7, 5%, 3, -3%
- Cc1cc(OC(=O)c2c(C)cc(O)cc2O)cc(O)c1C(=O)O
  nt, 14%, nt, -11%
- Cc1c(NC(=O)c2cc(-c3ccccc3)on2)c(=O)n(-c2ccccc2)n1C
  ?, 1%, 22, -5%

# In a second layout: entries from further up.
Structure	PNC assembly inh	15-hLO-2 inh	IMPase cell inh	ALOX12 inhib
COc1ccc(-n2c(SCC(=O)Nc3ccc(C(=O)O)cc3)nnc2-c2cccs2)cc1	41	0%	-1	-2%
COc1ccc(OC)c(S(=O)(=O)n2nnc3cc(Cl)ccc32)c1	-18	-4%	0	-2%

# (cont.)
# Below each compound: PNC assembly inh, 15-hLO-2 inh, IMPase cell inh, ALOX12 inhib
- O=C1c2ccccc2C(=O)c2cc(NC(=O)C3CC3)ccc21
  ?, nt, -3, 1%
- Cc1c(C#N)c2ccccc2n1CC(=O)NCc1ccccc1
  -11, nt, -11, 1%
- CCOC(=O)C1CCN(C(=O)c2oc3ccc(S(=O)(=O)N4CCCCCC4)cc3c2C)CC1
  12, -3%, 4, -12%
- O=C(OC(c1ccccc1)c1nccc2ccccc12)c1cc([N+](=O)[O-])cc([N+](=O)[O-])c1 (stereo not drawn)
  ?, nt, 3, 3%
- Cc1ccc(S(=O)(=O)NC(C(=O)OCC(=O)NC2CCS(=O)(=O)C2)C(C)C)cc1 (stereo not drawn)
  -16, 2%, -2, -6%
- Cc1c(-c2ccc(F)cc2)nc(N)c(C#N)c1-c1ccco1
  4, -19%, -1, -6%
- CCCCNC(=O)NNC(=O)c1ccc(F)cc1
  -10, nt, nt, 0%
- CC(=O)N1CC2(C)CN(C(C)=O)CC(C)(C1)C2=O
  25, 0%, 3, -4%
- CC(C)c1nc(=S)c2ccccc2[nH]1
  -17, -2%, -6, -7%
- O=C(CCCN1C(=O)CSc2ncccc21)N1CCN(Cc2ccccc2)CC1
  -17, -5%, 17, 1%
- CCOc1ccc(C2CC(c3ccc(OC)c(OC)c3)n3nc(N)nc3N2)cc1 (stereo not drawn)
  74, nt, 8, -2%
- CC(C)Oc1ccc(Cc2cnc(N)nc2N)cc1
  ?, 21%, -1, 7%

# Screens: PubChem BioAssay, National Center for Advancing Translational Sciences (NCATS)
